# Screening results from PubChem.
# RGS8-Gao = modulates binding of RGS8 to human Galphao; 0.34% of 220,000 active; P09471; AID 1423; multiplexed bead flow cytometry; actives lie on both sides; response (percent of control binding), % at 10 µM; in the data active = response below about 60% or above about 140%; inactive = in between;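 note: Galphao activated as the GDP aluminium fluoride complex binding bead-coupled RGS8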
# Target sequence (P09471 whole entry, looked up): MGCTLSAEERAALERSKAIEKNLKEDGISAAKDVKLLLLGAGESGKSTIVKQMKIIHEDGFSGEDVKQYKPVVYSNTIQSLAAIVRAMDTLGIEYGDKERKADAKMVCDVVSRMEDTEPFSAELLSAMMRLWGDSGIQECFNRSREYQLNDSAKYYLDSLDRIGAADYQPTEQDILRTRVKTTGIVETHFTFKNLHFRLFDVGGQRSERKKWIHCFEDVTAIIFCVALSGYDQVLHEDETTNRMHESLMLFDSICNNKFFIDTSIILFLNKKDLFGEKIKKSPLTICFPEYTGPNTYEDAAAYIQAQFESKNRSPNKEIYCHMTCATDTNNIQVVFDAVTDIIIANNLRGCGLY
# Mcl1 Bid PPI = Mcl-1/Bid interaction inhibition | TR-FRET Mcl-1/Bid-Dy647 peptide binding, 1536-well | AID 1021 | inhibition, % at 21.7 µM | Q07820 | 0.97% of 220,000 active;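 active = compounds that cut the binding signal by more than half at the single screening dose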;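 note: His-tagged Mcl-1 with europium anti-His antibody binding Bid BH3 peptide; 0% = Mcl-1 plus peptide wells and 100% = peptide-only wells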
# Target sequence (Q07820 whole entry, looked up): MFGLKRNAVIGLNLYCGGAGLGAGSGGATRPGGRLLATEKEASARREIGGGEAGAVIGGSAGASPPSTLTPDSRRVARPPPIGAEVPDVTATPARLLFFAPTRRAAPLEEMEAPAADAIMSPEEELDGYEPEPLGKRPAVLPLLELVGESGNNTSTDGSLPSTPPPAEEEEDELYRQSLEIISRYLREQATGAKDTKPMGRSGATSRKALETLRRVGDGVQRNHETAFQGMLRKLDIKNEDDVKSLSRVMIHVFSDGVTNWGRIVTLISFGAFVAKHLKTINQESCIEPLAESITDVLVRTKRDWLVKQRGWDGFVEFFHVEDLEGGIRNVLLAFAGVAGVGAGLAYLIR
# RGS7-Gao = human RGS7-Galphao interaction regulation; binding response (% of control), % at 10 µM; 0.35% of 220,000 active; Multiplexed bead flow cytometry, RGS7-Galphao binding; actives lie on both sides; P09471; in the data active = binding response below about 49% or above about 150%; inconclusive = no clear call, values can overlap the other calls; inactive = in between;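 note: fluorescent Galphao held in activated GDP-AlF4 state binding bead-coupled RGS7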
# RGS4-Gao reg = human RGS4-Galphao interaction regulation; Multiplexed bead flow cytometry, RGS4-Galphao binding; actives lie on both sides; binding response (% of control), % at 10 µM; 0.33% of 220,000 active; AID 1415; in the data active = binding response below about 49% or above about 150%; inactive = in between;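 note: fluorescent Galphao activated with aluminum fluoride binding bead-coupled RGS4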
# The depositor's hits bear a star; ? = inconclusive; . = no result given; [ ] = remark or other dose.
# Field names – A = RGS8-Gao; B = Mcl1 Bid PPI; C = RGS7-Gao; D = RGS4-Gao reg
CSc1nc(O)c(Nc2cccc(Cl)c2)c(=O)[nH]1
  A = 98	B = -140	C = ?	D = 97

CC(C)Oc1ccc(CCNC(=O)CC2C(=O)NCCN2C)cc1 (stereo not given)
  A = 100	B = -30	C = ?	D = 91

COCCN1CCn2c(nc3cc(Nc4nnc(C)c5ccccc45)ccc32)C1
  A = 103	B = 45	C = ?	D = 106

CCCCCC(=O)Nc1cccc(C2=NOC3(C2)C[C@@H](C(N)=O)N(C(=O)c2cc([N+](=O)[O-])cc([N+](=O)[O-])c2C)C3)c1 (stereo not given in full)
  A = 100	B = -13	C = ?	D = 105

COc1ccc(-n2c(SCC(=O)Nc3cccc(S(N)(=O)=O)c3)nc3ccccc3c2=O)cc1OC
  A = 101	B = -24	C = ?	D = 100

O=C(NNc1c(Cl)cccc1Cl)C1CCC1
  A = 100	B = -16	C = ?	D = 102

Cn1c(-c2ccccc2[N+](=O)[O-])[n+](C)c2ccccc21
  A = 103	B = -8	C = ?	D = 102

COc1ccc(CCNC(=O)C/C(C)=N/NC(=O)C(c2ccccc2)c2ccccc2)cc1OC
  A = 100	B = -15	C = ?	D = 101

COc1c(Cl)cccc1-c1cn2ccc(C)cc2n1
  A = 103	B = -34	C = ?	D = 103

CCOC(=O)CC(=O)CSc1nc(CC)c(C)cc1C#N
  A = 103	B = -13	C = ?	D = 103

Cc1nnsc1C(=O)NCc1c(F)cccc1Cl
  A = 97	B = -12	C = ?	D = 98

CC1CCN(CCC(=O)Nc2nccs2)CC1
  A = 101	B = -28	C = ?	D = 96

CCCCCCCCOC(=O)c1c(CSC(=N)N)n(C)c2cc(Br)c(OC(C)=O)cc12
  A = 110	B = 2	C = ?	D = 115

CCN(CC)C(=O)CSc1nnc(CSc2ncccn2)n1C
  A = 104	B = -67	C = ?	D = 103

Cc1ccc2c(c1)C(=O)CC1(CCCCCC1)O2
  A = 101	B = -46	C = ?	D = 102

CCOC(=O)c1c(CSCc2ccccc2)oc2ccc(O)c(CN(C)C)c12
  A = 102	B = -68	C = ?	D = 104

Cc1ccc(-c2cccc(C3CC=CC4C3C(=O)N(Cc3ccccc3)C4c3ccc(C(F)(F)F)cc3)c2)cc1 (stereo not given)
  A = 107	B = -58	C = ?	D = 102

CN=C1SC(CC(=O)Nc2ccc(F)cc2F)C(=O)N1/N=C(\C)c1cccc(OCC(=O)O)c1 (stereo not given)
  A = 104	B = -14	C = ?	D = 105

CC(Sc1nncn1C)C(=O)Nc1ccc(S(N)(=O)=O)cc1 (stereo not given)
  A = 97	B = -22	C = ?	D = 93

CCOC(=O)c1sc(NC(=O)CN2C(=O)NC3(CCCCCCC3)C2=O)c(C(=O)OCC)c1C
  A = 104	B = -42	C = ?	D = 103

COc1ccc(/C=C/C(=O)O)cc1S(=O)(=O)N1CCC(Cc2ccccc2)CC1
  A = 105	B = 10	C = ?	D = 119

CC(C)N=C1NN=C(c2cccs2)C(CC(=O)O)S1 (stereo not given)
  A = 96	B = -10	C = ?	D = 96

CCCOc1ccc(N2C(=O)CC(N(CCc3ccc(OC)c(OC)c3)C(=O)c3ccccc3)C2=O)cc1 (stereo not given)
  A = 101	B = -4	C = ?	D = 101

CSc1nc(N)c(C(=O)Nc2ccc([N+](=O)[O-])cc2)s1
  A = 94	B = -59	C = ?	D = 80

CN(C)c1ccc(C=NCCC2(c3ccccc3)CCOC(C)(C)C2)cc1 (stereo not given)
  A = 99	B = -60	C = ?	D = 93

NC(=O)N/N=C\c1cccs1
  A = 100	B = -1	C = ?	D = 114

COc1ccccc1C(=O)Nc1nc2cc3c(cc2s1)OCO3
  A = 97	B = 21	C = ?	D = 94

CC(=O)Nc1ccccc1P(=O)(c1ccccc1)c1ccccc1OC(C)=O (stereo not given)
  A = 98	B = -57	C = ?	D = 99

Cc1cc2c(c(=O)o1)C(CCC1CCCCC1)C(C#N)=C(N)O2 (stereo not given)
  A = 97	B = -19	C = ?	D = 96

COC(=O)c1scc(C)c1NS(=O)(=O)c1ccc(NC(C)=O)cc1
  A = 100	B = 9	C = ?	D = 101

COc1cc(/C=C2\SC(=O)NC2=O)ccc1Oc1ccc([N+](=O)[O-])cn1
  A = 108	B = -10	C = ?	D = 109

Cc1coc2cc3oc(=O)c(CCC(=O)O)c(C)c3cc12
  A = 97	B = -10	C = ?	D = 97

Cc1cc(-c2c(C(=O)N3CCOCC3)c(C)nn2-c2cccc(C(F)(F)F)c2)no1
  A = 98	B = -14	C = ?	D = 99

O=C(NCCO)c1ccc2c3n(nc2c1)-c1ccccc1CO3
  A = 101	B = -68	C = ?	D = 104

COC(=O)N/N=C/c1cc(N=Nc2ccccc2Cl)ccc1O
  A = 98	B = 7	C = ?	D = 95

CC1CCCN(c2ncnc3c2cnn3-c2ccccc2)C1 (stereo not given)
  A = 106	B = -9	C = ?	D = 117

COc1cc(C2Oc3ccccc3C=C2[N+](=O)[O-])cc(OC)c1OC (stereo not given)
  A = 100	B = 5	C = ?	D = 100

CCCc1cc(=O)oc2c(CN(CC)CC)c(O)c(Cl)cc12
  A = 104	B = -11	C = ?	D = 111

C[C@@H](CO)NC(=O)c1ccc2c3n(nc2c1)-c1ccccc1CO3
  A = 99	B = -44	C = ?	D = 95

O=C(O)CC12CC3CC(C1)CC(n1ncc(N4CCC5(CC4)OCCO5)c(Cl)c1=O)(C3)C2
  A = 97	B = -10	C = .	D = 92

COc1ccc(/C=C/C(=O)c2cc(Cl)cc(Cl)c2O)c(OC)c1
  A = 100	B = -8	C = ?	D = 97

Cc1ccc(/C=N/NC(=O)c2ccc3nc[nH]c3c2)o1
  A = 95	B = -8	C = ?	D = 156*[activator]

CC(C)c1ccc(NC(=S)Nc2ccc3[nH]c(=O)[nH]c3c2)cc1
  A = 101	B = -35	C = ?	D = 100

Cn1cnc([N+](=O)[O-])c1N=C(N)N
  A = 103	B = -10	C = ?	D = 103

Cc1ccc2cc(C#N)c(SCC(=O)N3CCCC3)nc2c1
  A = 105	B = -66	C = ?	D = 99

CN1C(C(=O)NCc2cccc(C(F)(F)F)c2)CC2Cn3c(nc4cc5ccccc5cc43)C21 (stereo not given)
  A = 107	B = -9	C = ?	D = 107

Nc1ncc(N=Nc2cc(C(=O)O)ccc2Cl)s1
  A = 104	B = -65	C = ?	D = 106

CCCOc1ccc(CCC(=O)N/N=C/c2ccncc2)cc1
  A = 95	B = 0	C = ?	D = 86

COc1cc(/C=C(/NC(C)=O)C(=O)O)cc(Cl)c1OCc1ccc(Br)cc1
  A = 101	B = -19	C = ?	D = 99

Cc1cc(C(C)(C)C)cc(C)c1S(=O)(=O)N1CC(=O)Nc2ccccc21
  A = 97	B = 11	C = ?	D = 94

# (listing goes on)
# Field names – A = RGS8-Gao; B = Mcl1 Bid PPI; C = RGS7-Gao; D = RGS4-Gao reg
CCOC(=O)c1ccc(-n2nc(C)cc2C)cc1
  A = 104	B = -8	C = ?	D = 105

S=c1[nH]nc(-c2cccs2)n1C1CCCCC1
  A = 88	B = -15	C = ?	D = 66

O=C(Nc1cccc2c1C(=O)NC2=O)c1ccccc1[N+](=O)[O-]
  A = 97	B = -2	C = ?	D = 98

Cc1ccc(-c2[nH]c3cc(C(N)=O)ccc3c(=O)c2O)cc1
  A = 84	B = -84	C = ?	D = 77

COC(=O)c1sc(NC(=O)c2ccc([N+](=O)[O-])o2)c(C#N)c1C
  A = 86	B = -33	C = ?	D = 93

CN(C)CCCn1c(SCC(=O)Nc2nc(-c3cccc(Br)c3)cs2)nc2ccccc2c1=O
  A = 105	B = -15	C = ?	D = 105

Cc1cccc(C)c1NC(=O)CSC(=O)c1sc2ccccc2c1Cl
  A = 22*	B = -7	C = ?	D = -6.1*

CN(C)S(=O)(=O)c1cccc(NC(=S)Nc2cccc3cnccc23)c1
  A = 98	B = -28	C = ?	D = 93

Cc1ccc(Cn2ncc3c(N4CCN(CCc5ccccc5)CC4)ncnc32)cc1
  A = 101	B = -14	C = ?	D = 97

CCOc1ccc(CCNc2nc3ccccc3n3cnnc23)cc1OCC
  A = 101	B = -4	C = ?	D = 100

C/C(Cc1ccccc1)=N\NC(=O)CNC(=O)c1cccc(Cl)c1
  A = 96	B = -4	C = ?	D = 93

CC(C)(CC(=O)O)CC(=O)Nc1ccc(Oc2ccc(C(C)(C)C)cc2)nc1
  A = 90	B = -5	C = ?	D = 88

C/C=C(\C)C(=O)Nc1cccc(C2=NOC3(C2)C[C@@H](C(N)=O)N(C(=O)/C(C)=C/C)C3)c1 (stereo not given in full)
  A = 100	B = -36	C = ?	D = 104

COc1ccc(OCC(=O)O/N=C(\N)c2ccc(OC)cc2)cc1
  A = 99	B = -5	C = ?	D = 101

O=S(=O)(Cc1ccc(Cl)cc1)N1CCN(Cc2ccc3c(c2)OCO3)CC1
  A = 100	B = -77	C = ?	D = 96

Cc1[nH]n(-c2ccccc2)c(=O)c1/C=N/N1CCOCC1
  A = 101	B = -41	C = ?	D = 105

CCOC(=O)C(=O)N/N=C/c1ccco1
  A = 100	B = -27	C = ?	D = 88

Cc1cc(NC(=O)CSc2nc3c(c(=O)n2Cc2ccccc2)SC(C)C3)no1 (stereo not given)
  A = 98	B = -96	C = ?	D = 101

CCN1C(=O)[C@@H]2C(C(=O)c3cnccn3)=NN[C@@H]2C1=O
  A = 104	B = -21	C = ?	D = 104

Cc1nn(C(C)(C)C)c(NC(=O)c2ccc(Cl)cc2Cl)c1Br
  A = 103	B = -8	C = ?	D = 100

O=C/C=C/c1coc2ccc3ccccc3c2c1=O
  A = 98	B = -18	C = ?	D = 94

Cc1c(Cl)cccc1NC(=S)N(CCN(C)C)C(C)c1ccco1 (stereo not given)
  A = 103	B = -104	C = ?	D = 100

Cc1ccnc(NC(=O)c2cc3c(=O)oc4ccc(C)cc4c3s2)c1
  A = 101	B = 34	C = ?	D = 100

CC(C)C(C(=O)N1CCN(C(=O)OC(C)(C)C)CC1)n1cc(-c2cn([C@@H](C)C(=O)N3CCN(C(=O)OC(C)(C)C)CC3)nn2)nn1 (stereo not given in full)
  A = 101	B = -37	C = ?	D = 107

Cc1ccc(N2CC(c3nc4ccccc4n3C)CC2=O)cc1 (stereo not given)
  A = 89	B = -21	C = ?	D = 85

# A different layout for part of the listing above.
Molecule | RGS8-Gao | Mcl1 Bid PPI | RGS7-Gao | RGS4-Gao reg
COC(=O)c1sc(NC(=O)c2ccc([N+](=O)[O-])o2)c(C#N)c1C | 86 | -33 | ? | 93
O=S(=O)(Cc1ccc(Cl)cc1)N1CCN(Cc2ccc3c(c2)OCO3)CC1 | 100 | -77 | ? | 96
Cc1ccc(-c2[nH]c3cc(C(N)=O)ccc3c(=O)c2O)cc1 | 84 | -84 | ? | 77

# The listing continues:
# Field names – A = RGS8-Gao; B = Mcl1 Bid PPI; C = RGS7-Gao; D = RGS4-Gao reg
CC(=O)Nc1scc(C)c1-c1nc2ccccc2s1
  A = 98	B = -8	C = ?	D = 96

O=C(/C(N=Nc1cccc(C(F)(F)F)c1)=C(/O)c1cccs1)C(F)(F)F
  A = 101	B = -11	C = ?	D = 103

Cc1c(C(=O)NNc2c(Cl)cccc2Cl)n(C)oc1=O
  A = 96	B = -12	C = ?	D = 91

C/C=C(\C)C(=O)N1CC2(CC(c3cccc(NC(=O)CCCCC)c3)=NO2)C[C@@H]1C(N)=O (stereo not given in full)
  A = 101	B = -70	C = ?	D = 106

CCC/C(O)=C1\C(=O)CCCC1=NCCc1c(C)[nH]c2ccc(C)cc12
  A = 98	B = -49	C = ?	D = 95

CC(=O)Nc1ccc(Nc2nc3ccccc3nc2NS(=O)(=O)c2ccccc2)cc1
  A = 103	B = -16	C = ?	D = 99

NS(=O)(=O)c1cccc(NC(=O)COC(=O)Cn2cnc3ccccc32)c1
  A = 100	B = -9	C = ?	D = 101

COc1cc([N+](=O)[O-])c(OC)cc1SCc1n[nH]c(=S)n1-c1ccc(F)cc1
  A = 99	B = -22	C = ?	D = 98

Cc1onc(-c2ccccc2)c1C(=O)N/N=C/c1ccco1
  A = 102	B = -5	C = ?	D = 98

CCCCCCNS(=O)(=O)c1ccccc1Br
  A = 102	B = -20	C = ?	D = 100

NC(=O)N/N=C/c1coc2ccc3ccccc3c2c1=O
  A = 103	B = 2	C = ?	D = 101

CC1CCN(C(=O)C2CCC(CNc3c(N4CCCCC4)c(=O)c3=O)CC2)CC1 (stereo not given)
  A = 99	B = -43	C = ?	D = 96

O=C1CN(C(=O)COC(=O)CCNS(=O)(=O)c2ccc(Cl)cc2)c2ccccc2N1
  A = 101	B = -23	C = ?	D = 98

CCCCc1c(C)nc(N2CCCC2)[nH]c1=O
  A = 98	B = -20	C = ?	D = 85

CC(/C=N/NC(=O)c1nnn(-c2nonc2N)c1CN(C)C)=C\c1ccco1
  A = 99	B = -61	C = ?	D = 94

COc1ccccc1NC(=O)c1cc(Cl)nc2ccccc12
  A = 101	B = -12	C = ?	D = 102

CCn1c(-c2cccc(S(=O)(=O)N3CCCC3)c2)n[nH]c1=S
  A = 100	B = -65	C = ?	D = 104

Cc1occc1C(=O)N/N=C/c1ccc(N(C)C)cc1
  A = 99	B = 74*	C = ?	D = 97

CC(C)N(Cc1ccccc1)C(=O)Cn1c(=O)cnc2ccccc21
  A = 97	B = 12	C = ?	D = 114

O=C(CN1CCOCC1)Nc1ccc2c(c1)OCCO2
  A = 100	B = 48	C = ?	D = 105

COc1cc(NC(=O)c2cc3ccccc3cc2O)c(OC)cc1Cl
  A = 104	B = -32	C = ?	D = 100

CCCCOC(=O)c1cc(Cl)c(O)c(OC)c1
  A = 106	B = -20	C = ?	D = 126

# These rows are one share of the data (hit frequency here may not be typical).
